# KB-V1 cytotox – kills drug-selected multidrug resistant KB-V1 cells. KB-V1 MDR cells viability, CellTiter-Glo, 72 h. Potency, µM (titrated, usually from 46.1 µM), for the others: at the top dose activity change, negative = cytotoxicity, hits mostly cytotoxic. hit rate 3.4% among 400,000; also: potency is read from the fitted curve at half-maximal effect; % is scaled to controls: 0 for no effect and ±100 for the full control effect; nearly all actives have a fitted effect of over 60% in size
#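 KB-V1 cells (P-gp-expressing MDR subline of KB-3-1) in phenol-red-free DMEM with 10% FBS were exposed to library compounds over a concentration series for 72 h at 37 degrees C. Viability read by CellTiter-Glo luminescence; concentration-effect curves fitted after normalization.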
# aSyn rescue – inhibitors of alpha-synuclein toxicity in yeast. Yeast expressing alpha-synuclein, growth rescue, BacTiter-Glo, 24 h. Potency, µM (titrated, usually from 46.1 µM), for the others: at the top dose growth rescue (activation), usual class: activators. hit rate 0.14% among 370,000; also: potency is read from the fitted curve at half-maximal effect; % of control where 0% means no effect; nearly all actives have a fitted effect of over 65% in size
#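 Readout is rescue of growth in alpha-synuclein-expressing yeast, so inhibitors of toxicity appear as activators. Growth after 24 hr at 30 deg C in galactose medium is quantified by luminescence.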
# GLP-1R inv ag – GLP-1 receptor (human) inverse agonism | HEK293 GLP-1R CRE-luciferase, luminescence, 24 h; GLP-1R form is constitutively active | Potency, µM (doses to about 38.3 µM), for inactives: top-dose activity change, negative = inhibition, most hits filed as inhibitors | hit rate 1.6% among 410,000 | AID 624417; also: potency is read from the fitted curve at half-maximal effect; % is scaled to controls: 0 for no effect and ±100 for the full control effect; nearly all actives have a fitted effect of over 55% in size
# Target sequence (P43220 whole entry, looked up): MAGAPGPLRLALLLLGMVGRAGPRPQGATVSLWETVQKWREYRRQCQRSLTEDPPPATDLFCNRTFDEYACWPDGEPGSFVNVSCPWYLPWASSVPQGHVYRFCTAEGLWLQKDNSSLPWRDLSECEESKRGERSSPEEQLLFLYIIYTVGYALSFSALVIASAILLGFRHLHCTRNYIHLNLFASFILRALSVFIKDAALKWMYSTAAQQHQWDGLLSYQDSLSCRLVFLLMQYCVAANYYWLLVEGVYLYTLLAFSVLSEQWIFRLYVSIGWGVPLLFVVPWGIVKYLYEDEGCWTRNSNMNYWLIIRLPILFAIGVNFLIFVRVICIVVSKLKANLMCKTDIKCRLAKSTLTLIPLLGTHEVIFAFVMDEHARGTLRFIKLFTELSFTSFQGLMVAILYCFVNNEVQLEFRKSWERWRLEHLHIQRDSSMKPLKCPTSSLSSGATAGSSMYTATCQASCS
#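 Luminescence readout: a drop in cAMP-driven luciferase signal flags inverse agonism at a constitutively active GLP-1R stably expressed in HEK293. Compound exposure lasted 24 hr at 37 deg C, 5% CO2.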
# GLP1R cytotox – cytotoxicity in counter-screen for GLP-1R inverse agonists | HEK293 cAMP-luciferase reporter cells, luminescence, 24 h | Potency, µM (titrated, usually from 38.3 µM), without a hit: at the highest dose activity change, negative = inhibition, actives largely listed as inhibitors | hit rate 0.13% among 410,000 | AID 624418;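 also: loss of luciferase light is scored as toxicity; potency is read from the fitted curve at half-maximal effect; % is scaled to controls: 0 for no effect and ±100 for the full control effect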
#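 Seeding density was 200 cells/uL; after overnight-length (12 h) culture, 23 nL compounds went on for 24 h at 37 °C. Readout used a luciferase detection reagent, luminescence taken after 12 min at room temperature.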
# PTHR1 agonist – PTHR1 (human) receptor agonism; Q03431; HEK293 GP2 PTHR1 cells, GloSensor cAMP luminescence, 1 h; Potency, µM (series often up to 115 µM), without a hit: top-dose activation, hits mostly activators; hit rate 0.075% among 410,000; AID 743266; also: potency is read from the fitted curve at half-maximal effect; nearly all actives have a fitted effect of over 55% in size; some results filed as inactive show a strong effect at the top dose; inactives centre near -15; many of its hits are not listed in these tables
#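 HEK-293-derived GP2 cells expressing PTHR1 and a GloSensor cAMP reporter, 3,000/well, plated overnight, given luciferin plus IBMX (each 0.5 mM as added) for 1 h at 37 °C, then compound for 1 h at 37 °C. Luminescence was read after 15 min at room temperature.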
# D3 ag – D3 dopamine receptor (human) agonism. P35462. D3R DiscoveRx beta-arrestin cells, luminescence, 90 min. max activation, %. hit rate 0.58% among 410,000. AID 652048; in the data active = max activation above about 30%; also: 0% is about no effect; mostly tested at two doses, the higher about 12 µM
# Target sequence (P35462 whole entry, looked up): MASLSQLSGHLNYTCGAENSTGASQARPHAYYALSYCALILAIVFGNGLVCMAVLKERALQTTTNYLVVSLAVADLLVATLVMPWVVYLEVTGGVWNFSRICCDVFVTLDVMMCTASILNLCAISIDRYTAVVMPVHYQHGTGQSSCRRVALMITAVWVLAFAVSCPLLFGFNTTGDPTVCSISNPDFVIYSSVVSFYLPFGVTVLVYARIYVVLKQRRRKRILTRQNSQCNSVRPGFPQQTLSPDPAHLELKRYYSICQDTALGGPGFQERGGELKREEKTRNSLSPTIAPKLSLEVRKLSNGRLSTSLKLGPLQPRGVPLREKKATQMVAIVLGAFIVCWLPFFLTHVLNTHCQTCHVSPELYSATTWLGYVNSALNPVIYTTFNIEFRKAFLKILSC
#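 Agonist mode: compounds and dopamine controls were applied to plated cells for 90 min at 37 degrees C after an overnight attachment at 1500 cells/well. Luminescent read-out followed 30 - 60 minutes at room temperature with DiscoveRx detection reagent.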
# GLP1R ag – GLP-1 receptor (human) agonism; HEK293 GLP-1R CRE-luciferase, luminescence, 4-6 h; cells express a hypersensitive GLP-1R form; Potency, µM (doses to about 45.6 µM), without a hit: at the highest dose activation, hits mostly activators; hit rate 0.007% among 380,000; also: potency is read from the fitted curve at half-maximal effect; % of control where 0% means no effect
# TDP-43 yeast inh – inhibitors of TDP-43 toxicity in yeast. TDP-43 expressing yeast growth rescue, BacTiter-Glo, 24 h. Potency, µM (highest dose often 46.1 µM), inactives show top-dose growth rescue (activation), most hits filed as activators. hit rate 1.8% among 410,000. AID 652104; also: potency is read from the fitted curve at half-maximal effect; % of control where 0% means no effect; nearly all actives have a fitted effect of over 50% in size
#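 Cell-based yeast growth screen: TDP-43 expression induced in galactose, inoculum OD600=0.02 after raffinose pregrowth to mid-log. Read-out BacTiter-Glo luminescence at 24 hr, 30 deg C; inhibition of toxicity seen as signal increase.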
# D3 antag – antagonists of human D3 dopamine receptor; P35462; D3R cells, DiscoveRx beta-arrestin luminescence, antagonist mode; stronger effect = lower value; max response, negative = inhibition, %; hit rate 2.5% among 360,000; in the data active = max response below about -50%; inconclusive = no clear call, values can overlap the other calls; also: % is scaled to controls: 0 for no effect and ±100 for the full control effect; mostly tested at two doses, the higher about 12 µM
#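 Cells plated overnight at 1500 cells/well, then exposed to library compounds with dopamine controls for 90 minutes at 37 degrees C. DiscoveRx reagent added for 30–60 minutes at room temperature; luminescence read, quantitative HTS format.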
# Active calls of the source: *; i = inactive; ? = inconclusive; . = not tested or not shown; [ ] = another dose, or the depositor's remark. Unless noted, calls follow the shape of the dose curve; as a rule, active = well fitted curve in the direction sought with a large enough effect; inconclusive = small, poorly fitted or top-dose-only effect, or another doubt; inactive = no such curve, though single readings can be large; an effect the other way counts as inactive or inconclusive. This is a subset; rates above refer to the full screens.
# Value order – TDP-43 yeast inh, aSyn rescue, PTHR1 agonist, D3 antag, D3 ag, GLP1R cytotox, GLP1R ag, GLP-1R inv ag, KB-V1 cytotox
Cc1cc(NCc2ccccn2)n2ncc(-c3ccc(Cl)cc3)c2n1
    13.4%[1.82 µM], 5.1%, -13.4%, 5.6, 11.1, ?, 15.2%, ?, ?
O=S1(=O)N=C(N(CCO)/N=C/c2ccccc2)c2ccccc21
    -9.1%, -2.0%, ?, -9.6, 0.4, -8.7%, 9.7%, 2.9%, -18.8%
Cc1c(C(=O)N2CCN(c3ccccc3)CC2)oc2c(F)cccc12
    14.1µM*, 5.9%, -19.4%, -12.5, -2.3, 17.1%, 12.9%, -26.9%, ?
O=C(O)c1cc(-c2ccc(Cl)cc2)n(-c2ccc(Cl)cc2)n1
    -0.3%, -0.4%, i, -11.6, 3.3, -8.3%, -0.6%, -18.6%, 21.3%
CCC(c1nnnn1-c1ccc2c(c1)OCCO2)N1CCN(CCN2CCOCC2)CC1 (stereo not drawn)
    6.7%, -9.7%, -5.1%, -16.3, -10.1, 4.6%, 4.7%, 2.7%, -14.2%
CC(=O)Nc1ccc(Nc2c(CCC(C)C)c(C)c(C#N)c3nc4ccccc4n23)cc1
    6.8%, ., -1.1%, ., -13.3, 0.0%, ., 0.9%, 19.6%
Cc1noc(NS(=O)(=O)c2ccc(NC(=O)CSc3nc4ccccc4s3)cc2)c1C
    -14.2%, -10.5%, -7.1%, 22.3, 5.2, -27.6%, -4.2%, 0.0%, -2.5%
Cc1nc2ccccc2n1CC(O)COC1CCCCC1 (stereo not drawn)
    -16.6%, 6.3%, -8.7%[57.5 µM], -28.3, -0.3, -48.0%, 4.8%, 0.0%, 16.4µM*
COc1ccc(-c2cc(C(=O)OCC(=O)N3CCCCC3)c3ccccc3n2)cc1OC
    0.0%, 17.0%, -19.9%, 54.5, 4.0, -43.0%, 9.6%, ?, 3.66µM*
Cc1ccc(C)c(NC(=O)c2ccc(S(=O)(=O)N(C)CC3CCCO3)cc2)c1 (stereo not drawn)
    3.3%, 1.0%, -23.3%, ?, -13.2, 2.9%, 3.0%, -13.2%, ?
CCNC(=S)N(Cc1cc2cc(C)cc(C)c2[nH]c1=O)C1CCCC1
    0.0%, 3.0%, i, -1.8, 0.2, -18.1%, 0.6%, ?, 22.4%
CCc1nnc(NS(=O)(=O)c2ccc(NC(=S)NC(=O)c3ccc(Br)cc3)cc2)s1
    0.0%, -5.9%, -6.3%, -65.4*, -15.5, 35.7%[activator], -7.0%, -27.1%, 3.8%
COc1ccc(NC2=C(C(C)=O)C(c3ccc(OC)c(OC)c3)C(C(C)=O)C(C)(O)C2)cc1 (stereo not drawn)
    10.9%, 6.2%, -18.6%[57.5 µM], -2.7, -0.2, -10.4%, 5.8%, 12.1%, 1.3%
CC(=O)Nc1ccc(Nc2nc(-c3cc4ccccc4oc3=O)cs2)cc1
    2.7%, 0.0%, -26.7%, 13.0, 13.5, -2.3%, 1.1%, 24.2%, 8.7%
Cc1[nH]c(C)c(S(=O)(=O)N(C)Cc2ccccc2)c1C(=O)N1CCCCC1
    -1.4%, -4.1%, i, -21.2, -4.7, -3.0%, 2.4%, -4.6%, -9.6%
O=C(Cc1ccccc1Cl)c1ccccc1
    -3.9%, 4.5%, 2.2%, 5.9, -8.1, 1.5%, 9.9%, -21.3%, -9.4%
CCN(C(=O)CN(C)S(=O)(=O)c1ccc2c(c1)c(=O)n(C)c(=O)n2C)c1ccc(OC)cc1
    18.0%, ., -49.0%[inhibitor], ., 1.0, -2.2%, 1.1%, 3.7%, -7.3%
Oc1c(Br)cc(CNC2CCCCC2)cc1Br
    10.9%, 28.0%, -13.7%, 7.7, -2.3, -8.6%, 13.7%, 1.1%, 9.5%
Nc1c(C(=O)Nc2ccccc2)sc2nc3c(c(-c4ccco4)c12)CCCC3
    8.2%, 15.4%, -15.9%, 7.3, 2.2, 121.3%[activator], 12.8%, ?, 2.3%
Cc1ccc(NC(=O)COC(=O)[C@H](C)N2C(=O)C3CC=CCC3C2=O)cc1S(=O)(=O)N(C)C (stereo partly drawn)
    18.1%[9.22 µM], -3.8%, -16.1%, -1.2, -6.7, 1.5%, 0.2%, 11.1%, -3.1%
COc1ccc(CNC(=O)C2=Cc3cccc(OC)c3OC2)cc1OC
    0.0%[9.22 µM], ., -22.2%, ., 0.6, 8.0%, ., 31.6%[activator], -21.0%
CCOc1ccc2cc(C(=O)c3ccccc3)c(=O)oc2c1
    ?, 1.5%, -27.2%, 4.8, 4.9, -1.3%, -3.1%, 20.8%, -10.1%
Cn1c(=O)[nH]c(=O)c2c1nc(CN1CCN(Cc3ccccc3)CC1)n2CC(N)=O
    4.7%, -0.1%, i, 6.6, -3.3, 1.8%, 5.4%, -11.9%, 16.6%
CCC1SC2=NC(C)=C(C(=O)OC)C(c3cccs3)N2C1=O (stereo not drawn)
    0.0%, -3.6%, i, 13.6, 0.3, 0.4%, 0.3%, -11.3%, 2.8%
CC(C)N=C(Nc1ccccc1)c1cccnc1
    -9.7%, -3.6%, -10.6%[57.5 µM], -0.7, -3.8, 3.4%, -8.4%, 2.2%, 5.0%
Cn1c(=O)c2cc(S(=O)(=O)NCCC(=O)NC3CCCCCC3)ccc2n(C)c1=O
    -1.6%, 0.3%, -17.5%[57.5 µM], 21.8, 5.6, ?, 0.8%, 5.1%, 10.1%
CC(NC(=O)C1CCN(S(=O)(=O)c2ccc3c(c2)NC(=O)CO3)CC1)c1ccccc1 (stereo not drawn)
    3.5%, -0.4%, i, 2.0, 7.8, -8.4%, -5.4%, ?, 24.4%
CC(C)Oc1cccc(-c2cc(C(=O)NC(=S)N(C)c3ccccc3C(=O)O)c3ccccc3n2)c1
    ?, -0.2%, i, 6.8, -1.4, -14.3%, 14.4%, -3.2%, 10.6%
O=C(COc1c(Br)cc(Br)c2cccnc12)N1CCc2ccccc2C1
    ?, 12.6µM*, -9.1%[57.5 µM], 7.0, 9.3, 0.5%, -1.8%, -8.5%, -13.7%
O=C(CN1CCN(c2ccc(O)cc2)CC1)Nc1cc(S(=O)(=O)N2CCCC2)ccc1Cl
    -7.9%, 4.2%, i, -1.5, 4.1, -11.7%, 5.9%, -37.9%, 0.0%
Cc1cc(C)cc(NC(=O)N2CCN3CCCCC3C2)c1 (stereo not drawn)
    0.0%, ., i, ., -3.6, -3.2%, ., 16.1%, 2.4%
O=C([C@H]1O[C@@H](n2ccc(=O)[nH]c2=O)[C@H](O)[C@@H]1O)N1CCSC1
    20.4%, 3.6%, -11.0%, 0.3, 7.3, 2.5%, -1.6%, 1.2%, 14.0%
CCOc1ccc(C(=O)O)cn1
    5.7%, -4.9%, -31.0%[inhibitor], 5.2, 1.7, 12.1%, 1.9%, -5.2%, -6.6%
Cc1ccc(S(=O)(=O)N(CCO)Cc2ccccc2)cc1
    10.9%, 5.7%, i, 16.8, -0.2, 13.2%, -3.4%, -11.4%, -6.3%
CCOc1ccc(CCNC(=O)C2CC=CCC2C(=O)OC(C)C)cc1OCC (stereo not drawn)
    7.0%, 4.3%, -1.4%, -5.0, -2.2, 4.1%, 12.8%, 6.5%, 22.9%
O=C(Nc1nc(-c2ccccc2)cs1)C1CCCN(S(=O)(=O)c2cccc([N+](=O)[O-])c2)C1 (stereo not drawn)
    10.6%, 3.7%, i, -4.5, -6.1, -8.3%, -13.1%, ?, 4.1%
Cc1ccc(C2=NN(CCC(=O)NC3CCCC3)C(=O)CC2)cc1
    -4.4%, 1.6%, i, -4.9, 0.5, -4.0%, 0.4%, 19.3%, -21.5%
O=C1Nc2ccccc2N=C(c2ccccc2)C1N1CCOCC1 (stereo not drawn)
    6.2%, -5.7%, i, 6.3, -8.1, -14.7%, -11.0%, ?, 4.0%
O=C(Nc1cc(F)cc(F)c1)c1sc(Cl)nc1-c1ccccc1
    -5.7%, 0.7%, i, 20.6, 14.9, -2.9%[1.53 µM], -3.1%, 5.1%, -2.1%
O=[N+]([O-])c1ccc(NNS(=O)(=O)c2cc(Cl)ccc2Cl)nc1
    -3.7%, 0.8%, -29.1%, 5.3, 1.2, -16.4%, -5.0%, -1.8%, -9.3%
CC1CCN(C(=O)c2ccc([N+](=O)[O-])o2)CC1
    -13.2%, -11.0%, -1.5%, -7.3, -0.1, -24.3%, 2.0%, 28.7%, -12.9%
COc1ccc(C(C)=O)cc1CN1C(=O)NC2(CCCC2)C1=O
    -2.0%, 1.4%, i, 2.4, 4.7, 1.8%, -0.2%, 8.7%, 2.4%
COc1cc(C(=O)NCC(c2ccco2)N2CCc3ccccc32)cc(OC)c1OC (stereo not drawn)
    -5.2%, -11.3%, i, 11.1, -16.7, 15.9%, 13.7%, ?, -9.8%
N#Cc1ccc(S(=O)(=O)N2CCN(Cc3cccs3)CC2)cc1
    16.3%, -0.3%, -21.3%, -9.4, -2.1, -2.1%, 2.9%, -3.7%, 8.3%
Cc1occc1-c1nnc(SCC(=O)NC(=O)NC(C)C)n1N
    7.1%, 1.0%, i, -24.9, 11.4, 1.6%, 0.0%, -2.9%, -9.9%
COCCn1c(SCC(=O)Nc2ccc(S(=O)(=O)N(C)C)cc2)nc2ccccc21
    -10.4%, -4.4%, -6.8%[57.5 µM], -13.1, -3.1, ?, -0.5%, -29.2%, -32.9%
Cc1ccc(NC(=O)CCC(=O)NNC(=O)COc2ccccc2)cc1C
    1.0%, 1.8%, i, 5.2, 2.9, -8.2%, 0.0%, 5.5%, 11.8%
COc1ccc(NC(=O)C(NC(=O)c2ccc(=O)[nH]c2)c2ccccc2)cc1 (stereo not drawn)
    -0.7%, 0.0%, i, 2.3, 0.6, -4.5%, -4.6%, 5.5%, 1.3%

# Compound activity deposited in PubChem BioAssay by National Center for Advancing Translational Sciences (NCATS).
